# From PubChem BioAssay
# MIN6 prolif – induces beta-cell replication in MIN6 cells; MIN6 cells proliferation, ATPlite luminescence, 48 h; cells starved in 0.2% serum; 100% = growth in 10% serum; proliferation, % at 10 µM; 330,000 tested, 0.29% active; AID 2380;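 active = compounds whose signal lies at least 3.5 SD above the mean of all wells on their plate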;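 also: 0% = DMSO-treated cells in low-serum medium and 100% = 10% serum control; some compounds called inactive have numbers as strong as hits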
# SENP1 FRET inh – SENP1 (human) catalytic domain inhibition; recombinant SENP1 catalytic domain, CyPet-SUMO1-YPet FRET cleavage; inhibition, % at 10 µM; 360,000 tested, 0.21% active; Q9P0U3;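 active = inhibition at least 30% at 10 µM, raw YFP signal under a set limit, fluorescence ratio 0.5 to 1.5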;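 also: 0% = enzyme with DMSO and 100% = no enzyme wells; some results filed as inactive read as strong as hits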
#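 Assay system: hSENP1 catalytic domain, recombinant. Amount: SENP1 enzyme, 20 pM final. Schedule: 50 min reaction, RT, dark. Technique: FRET, CFP and YFP emission. Control set: no-enzyme wells low, DMSO-plus-enzyme wells high control.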
# APOBEC3G inh – inhibitors of human APOBEC3G DNA deaminase | recombinant A3G, ssDNA deamination FAM/TAMRA fluorescence | inhibition, % at 20 µM | 330,000 tested, 0.28% active | Q9HC16 | AID 493012;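 active = inhibition of at least 40% at 20 µM, with no more than 30% in the related APOBEC3A deaminase screen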;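 also: plate controls were DMSO wells with A3G for no effect and wells lacking A3G enzyme for full effect; some compounds called inactive have numbers as strong as hits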
# Target sequence (Q9HC16 whole entry, looked up): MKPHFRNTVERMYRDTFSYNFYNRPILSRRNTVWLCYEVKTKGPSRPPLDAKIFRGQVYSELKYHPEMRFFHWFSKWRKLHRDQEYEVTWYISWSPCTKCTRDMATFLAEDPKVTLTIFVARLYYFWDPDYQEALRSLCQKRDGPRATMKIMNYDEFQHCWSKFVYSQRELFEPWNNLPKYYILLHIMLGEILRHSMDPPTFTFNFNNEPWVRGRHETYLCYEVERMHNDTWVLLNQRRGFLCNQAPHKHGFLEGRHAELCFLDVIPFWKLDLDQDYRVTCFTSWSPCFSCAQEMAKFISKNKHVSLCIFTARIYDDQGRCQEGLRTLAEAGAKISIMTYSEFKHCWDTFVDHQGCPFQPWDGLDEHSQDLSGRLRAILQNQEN
# NLRP3 yeast inh – blocks the NALP3 inflammasome reconstituted in yeast | Yeast reconstituted NLRP3/ASC/caspase-1, beta-gal luminescence, 24 h | inhibition, % at 10 µM | 330,000 tested, 0.39% active | AID 2825;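 active = inhibition of 50% or more; inactive = inhibition below 50%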;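 also: plate controls were induced DMSO wells for no effect and uninduced yeast grown without galactose for full effect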
# mIAP inh – mouse IAP inhibition; AID 2806; inhibition, % at 10 µM; 330,000 tested, 0.2% active; purified mouse IAP, CDP-Star luminescence, 30 min;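 active = inhibition of at least 40% at 10 µM in the primary screen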;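 also: plate controls were DMSO with enzyme for no effect and no enzyme wells for full effect; values of inactives mirror those of a sister screen read the other way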
# A3A deaminase – inhibitors of human APOBEC3A DNA deaminase. P31941. recombinant A3A, FAM/TAMRA ssDNA deamination fluorescence. inhibition, % at 20 µM. 330,000 tested, 0.41% active. AID 493011;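 active = at least 40% inhibition at 20 µM here, with at most 30% in a related deaminase screen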;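 also: plate controls were A3A with DMSO for no effect and wells lacking A3A enzyme for full effect; some results filed as inactive read as strong as hits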
# hIAP inh – blocks human intestinal alkaline phosphatase; 330,000 tested, 0.12% active; inhibition, % at 10 µM; P09923; purified IAP, CDP-Star luminescence, 30 min;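 active = inhibition reaching a set limit with compound at 10 µM in the primary screen, cut at about 35% in these data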;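 also: plate controls were DMSO wells with enzyme for no effect and no-enzyme buffer wells for full effect; values of inactives mirror those of a sister screen read the other way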
# Target sequence (P09923 whole entry, looked up): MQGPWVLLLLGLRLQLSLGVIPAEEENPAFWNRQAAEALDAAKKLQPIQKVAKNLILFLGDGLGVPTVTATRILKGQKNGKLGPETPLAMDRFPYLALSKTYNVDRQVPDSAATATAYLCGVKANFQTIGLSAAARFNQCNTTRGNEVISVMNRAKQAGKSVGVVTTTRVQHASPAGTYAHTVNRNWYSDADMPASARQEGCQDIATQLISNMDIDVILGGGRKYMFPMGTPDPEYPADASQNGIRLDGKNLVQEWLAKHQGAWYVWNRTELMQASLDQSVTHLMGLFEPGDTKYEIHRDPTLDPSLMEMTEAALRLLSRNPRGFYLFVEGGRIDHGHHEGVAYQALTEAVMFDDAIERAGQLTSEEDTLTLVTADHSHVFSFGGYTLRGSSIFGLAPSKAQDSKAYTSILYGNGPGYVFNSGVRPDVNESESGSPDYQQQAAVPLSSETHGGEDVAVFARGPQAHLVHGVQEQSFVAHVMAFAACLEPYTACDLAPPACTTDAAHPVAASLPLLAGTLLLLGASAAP
# mIAP act – increases mouse intestinal alkaline phosphatase activity. 330,000 tested, 0.24% active. activation factor at 10 µM. muIAP, CDP-Star luminescence, 30 min; hits give high values; 1 = vehicle-only enzyme signal, 0 = enzyme-free wells. AID 2805;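 active = activation factor of at least 2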; also: the source names both 10 and 20 µM as test concentration; values of inactives mirror those of a sister screen read the other way
#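 Assay system: mouse IAP enzyme / Compound: DMSO-dissolved test compounds / Timing: 30 min, room temperature / Measured by: luminescence from enzymatic CDP-Star hydrolysis / Control set: DMSO-only wells, enzyme-free buffer wells as negative control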
# hIAP activ – increases human intestinal alkaline phosphatase activity; P09923; purified human IAP, CDP-Star luminescence, 30 min; hits give high values; 1 = vehicle-only enzyme, 0 = enzyme-free background; activation factor at 10 µM; 330,000 tested, 0.16% active;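 active = activation factor of the enzyme at least 2-fold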; also: the source names both 10 and 20 µM as test concentration; values of inactives mirror those of a sister screen read the other way
# * = called active by the depositor.
SMILES,MIN6 prolif,SENP1 FRET inh,APOBEC3G inh,NLRP3 yeast inh,mIAP inh,A3A deaminase,hIAP inh,mIAP act,hIAP activ
Cc1ccc(Sc2cc(C(=O)c3ccccc3C(=O)O)ccc2[N+](=O)[O-])cc1,-6,2,-8,8,8,-4,18,0.93,0.82
O=c1cc(COc2ncnc3c(Cl)cc(Cl)cc23)nc2sccn12,-3,-1,3,2,-14,2,-12,1.1,1.1
COc1cc(OC)cc(-c2cc3ccc(F)cc3cn2)c1,-3,4,-3,34,-3,2,-12,1,1.1
O=C1Nc2cc(C(=O)NCCN3CCCCCC3)ccc2S/C1=C\c1ccccc1,-4,-17,-4,7,15,-3,-4,0.85,1
O=C(NCCc1nnc2ccc(SCC(=O)N3CCCC3)nn12)c1ccccc1,-2,1,-3,1,-5,0,-7,1,1.1
COCCNC(=S)NNC(=O)c1cc(-c2cccnc2)nc2ccccc12,-3,2,-5,24,4,-5,-34,0.96,1.3
COc1cccc(CN2CCNC(=O)C2CC(=O)NCc2cc(C(C)C)no2)c1 (stereo not given),-1,0,-3,0,-4,-4,-2,1,1
Cc1cc(-n2nc(C)cc2C)n2nc(C)c(-c3ccccc3)c2n1,-1,-4,-5,10,4,3,13,0.96,0.87
CCOC(=O)C1CCN(C(=S)Nc2cc(OC)c(OC)cc2C(=O)OC)CC1,-1,2,-2,24,-8,9,-8,1.1,1.1
COc1ccc(NC(=O)C(c2cc3c(cc2[N+](=O)[O-])OCO3)N(C)Cc2ccccc2)cc1 (stereo not given),-4,2,-6,2,1,2,8,0.99,0.92
CSc1ccc(/C=C/c2ccc3cccc(O)c3n2)cc1,-5,-30,-1,28,7,1,-11,0.93,1.1
CN(c1ccccc1)S(=O)(=O)c1nnc(NC(=O)c2ccco2)s1,-2,-10,-3,-16,-2,1,2,1,0.98
O=C(OCC(=O)N(Cc1ccccc1)Cc1ccccc1)c1ccccc1O,-2,1,-4,-5,-5,-2,-3,1.1,1
COc1ccc(OCCC(=O)NC2=NCCS2)cc1,-1,2,-1,21,-2,0,11,1,0.89
Nc1n[nH]c2c1C1(CCCC1)Cc1ccccc1-2,1,-1,0,11,0,3,-3,1,1
Oc1ccc(/C=N/Nc2ccc(C(F)(F)F)cn2)cc1,-5,-15,-10,-33,5,-1,1,0.95,0.99
O=C1C(Cc2ccccc2)Nc2ncnc(N3CCc4ccccc4C3)c2N1Cc1ccccc1 (stereo not given),-6,-22,-5,17,4,-5,6,0.96,0.94
CC1CCN(c2c([N+](=O)[O-])c(=O)n(-c3ccccc3)c3ccccc23)CC1,1,-1,2,-27,-1,-1,5,1,0.95
Cc1ccc(S(=O)(=O)N2CCC(C(=O)NNC(=O)C3CC3)CC2)cc1Cl,-1,3,-8,-6,5,-4,-3,0.95,1
COc1ccc(-n2c(Cn3c(=O)sc4ccccc43)nnc2SCC(=O)N2CCOCC2)cc1,0,1,-9,3,19,0,12,0.81,0.88
CN1CCN(c2nc(N3CCN(CCO)CC3)nc3ccccc23)CC1,0,3,-6,5,-6,-4,4,1.1,0.96
CCCc1noc2c1/C(=N\O)CCC2,6,1,1,2,8,1,13,0.92,0.87
O=C(CCC(=O)OCC(=O)c1ccc([N+](=O)[O-])cc1)NC1CCCCC1,0,-1,-2,2,-10,0,-7,1.1,1.1
Cc1cccc(-n2cc(C(=O)O)c(=O)cc2C)c1,5,1,-4,14,6,1,5,0.94,0.95
Cn1c(CCC(=O)OCC(=O)NCC(F)(F)F)nc(=O)c2ccccc21,0,3,-5,7,0,1,-5,1,1.1
CC(NS(=O)(=O)c1ccc(OCC(=O)NCc2ccccn2)cc1)c1ccccc1 (stereo not given),1,-1,-12,9,9,-7,6,0.91,0.94
Cc1ccc(-c2nnc(C)c(N3CC(C)OC(C)C3)n2)cc1 (stereo not given),0,2,-7,22,-12,-3,22,1.1,0.78
N#C/C(=C/c1ccc(F)cc1)c1nc(CCN2C(=O)c3ccccc3C2=O)cs1,-2,0,-6,6,9,-3,-16,0.91,1.2
COc1cccc(NC(=O)Nc2ccc(C(C)(C)C)cc2)c1,-5,0,-6,0,-335,0,-54,4.4*,1.5
O=C(NC1CCCC1)C1CC(=O)N(c2ccc(F)c(Cl)c2)C1 (stereo not given),-1,2,-7,10,4,-6,-17,0.96,1.2

# Sorted by SMILES length (highest first): part of the list above.
SMILES,MIN6 prolif,SENP1 FRET inh,APOBEC3G inh,NLRP3 yeast inh,mIAP inh,A3A deaminase,hIAP inh,mIAP act,hIAP activ
COc1ccc(-n2c(Cn3c(=O)sc4ccccc43)nnc2SCC(=O)N2CCOCC2)cc1,0,1,-9,3,19,0,12,0.81,0.88
CC1CCN(c2c([N+](=O)[O-])c(=O)n(-c3ccccc3)c3ccccc23)CC1,1,-1,2,-27,-1,-1,5,1,0.95
O=C1C(Cc2ccccc2)Nc2ncnc(N3CCc4ccccc4C3)c2N1Cc1ccccc1 (stereo not given),-6,-22,-5,17,4,-5,6,0.96,0.94
N#C/C(=C/c1ccc(F)cc1)c1nc(CCN2C(=O)c3ccccc3C2=O)cs1,-2,0,-6,6,9,-3,-16,0.91,1.2
O=C(CCC(=O)OCC(=O)c1ccc([N+](=O)[O-])cc1)NC1CCCCC1,0,-1,-2,2,-10,0,-7,1.1,1.1
Cc1ccc(S(=O)(=O)N2CCC(C(=O)NNC(=O)C3CC3)CC2)cc1Cl,-1,3,-8,-6,5,-4,-3,0.95,1
Cn1c(CCC(=O)OCC(=O)NCC(F)(F)F)nc(=O)c2ccccc21,0,3,-5,7,0,1,-5,1,1.1
CN(c1ccccc1)S(=O)(=O)c1nnc(NC(=O)c2ccco2)s1,-2,-10,-3,-16,-2,1,2,1,0.98
O=C(OCC(=O)N(Cc1ccccc1)Cc1ccccc1)c1ccccc1O,-2,1,-4,-5,-5,-2,-3,1.1,1
O=C(NC1CCCC1)C1CC(=O)N(c2ccc(F)c(Cl)c2)C1 (stereo not given),-1,2,-7,10,4,-6,-17,0.96,1.2
CN1CCN(c2nc(N3CCN(CCO)CC3)nc3ccccc23)CC1,0,3,-6,5,-6,-4,4,1.1,0.96
Cc1ccc(-c2nnc(C)c(N3CC(C)OC(C)C3)n2)cc1 (stereo not given),0,2,-7,22,-12,-3,22,1.1,0.78
COc1cccc(NC(=O)Nc2ccc(C(C)(C)C)cc2)c1,-5,0,-6,0,-335,0,-54,4.4*,1.5
Cc1cccc(-n2cc(C(=O)O)c(=O)cc2C)c1,5,1,-4,14,6,1,5,0.94,0.95
COc1ccc(OCCC(=O)NC2=NCCS2)cc1,-1,2,-1,21,-2,0,11,1,0.89
CCCc1noc2c1/C(=N\O)CCC2,6,1,1,2,8,1,13,0.92,0.87

# Additional compounds:
SMILES,MIN6 prolif,SENP1 FRET inh,APOBEC3G inh,NLRP3 yeast inh,mIAP inh,A3A deaminase,hIAP inh,mIAP act,hIAP activ
CN(C)c1ccc(C(C(=O)NC2CCCC2)N(Cc2cccnc2)C(=O)c2snc(C(N)=O)c2N)cc1 (stereo not given),0,1,2,5,-1,3,1,1,0.99
CCC(C)n1c(SCC(=O)Nc2cc(C)on2)nc2ccccc2c1=O (stereo not given),0,0,-4,-11,-1,-2,13,1,0.87
CC(Oc1ccccc1)C(=O)N=C1SC2CS(=O)(=O)CC2N1Cc1ccccc1 (stereo not given),0,0,4,18,-5,1,-2,1.1,1
COc1cccc(-c2ccc(NC(=O)C3CCCN(Cc4cnc(N(C)C)s4)C3)cc2)c1 (stereo not given),-7,0,1,36,-6,-1,-2,1.1,1
O=C(NCC1COCCO1)c1ccc2nc(Cc3cccc(Cl)c3)oc2c1 (stereo not given),6,2,-2,13,6,0,-4,0.94,1
COc1ccccc1/C=C/C(=O)OCC(=O)Nc1ccc2c(c1)OCCO2,0,1,-10,6,-8,-3,3,1.1,0.97
COC(=O)c1sccc1S(=O)(=O)Nc1ccc(N2CCCCC2)cc1,-3,1,-6,18,-2,-1,16,1,0.84
COc1ccc(-n2ncc(C(C)NS(=O)(=O)c3ccc(C)s3)c2C)cc1 (stereo not given),-2,1,-11,8,-4,-3,-14,1,1.1
CC1CC(C)(C)NC(=S)N1CCCC(=O)Nc1ccc(Cl)cc1 (stereo not given),1,-1,5,-3,-18,-8,-15,1.2,1.2
Clc1ccc(-c2csc(N3CCN(c4ccccc4)CC3)n2)cc1,0,4,2,1,6,2,-12,0.94,1.1
Cc1ccc2[nH]c(=O)c(CN(CC3CCCO3)S(=O)(=O)c3c(C)ccc4nsnc34)cc2c1 (stereo not given),-4,1,1,-5,4,4,0,0.96,0.99
COC(=O)c1ccc(CN2CCCCC2)cc1,-1,3,-2,-2,-17,-6,-11,1.2,1.1
COc1ccc(NC(=O)c2cc(-c3cccc(OC)c3)on2)cc1,-1,2,-6,8,-2,-3,6,1,0.94
COc1cc(C2CC(=O)c3cnc(N4CCN(Cc5ccccc5)CC4)nc3C2)cc(OC)c1OC (stereo not given),-4,2,-5,14,0,-7,7,1,0.93
CC(=O)c1ccc(OCC(O)COc2ccc(C(C)=O)cc2)cc1,2,4,-1,30,-1,1,18,1,0.82
COc1ccc(NC(C)=O)cc1CP(=O)(c1ccccc1)c1ccccc1,-1,3,-3,7,-7,3,-13,1.1,1.1
CCOC(=O)N1CCC(NC(=O)C2=CCN(S(=O)(=O)c3ccccc3)CC2)CC1,-4,3,-7,4,-3,-6,-17,1,1.2
COc1ccc(-c2cn3c(C)c(C(=O)Nc4ccncc4)sc3n2)cc1,-6,0,-4,8,-2,-5,-6,1,1.1
CCCc1c(C)nc2c(Br)cccc2c1Cl,0,3,-1,13,13,0,4,0.87,0.95
Cc1ccc(NC(=O)NCC2CCN(Cc3cccc(Cl)c3)CC2)c(Cl)c1,-6,2,-2,7,-246,1,-46,3.5*,1.5
CC(CCc1ccccc1)NC(=O)C(C)OC(=O)c1ccco1 (stereo not given),4,1,-7,2,5,12,1,0.95,0.99
COc1ccc(C=C2C=C(C(C)(C)C)C(=O)C(C(C)(C)C)=C2)cc1OC,-4,4,-9,7,18,0,4,0.82,0.96

# Some of the compounds tested. The share of hits here may be higher or lower than overall.
